Compound activity: PubChem, The Scripps Research Institute Molecular Screening Center
TTR transcr act – activators of transthyretin transcription. SH-SY5Y TTR promoter Gaussia luciferase, luminescence; 100% = recombinant luciferase protein wells. activation, % at 16.7 µM. 92,000 compounds, 1.3% hits. AID 1117267;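 active = activation above the mean of all tested compounds plus 3 SD, cut at about 9.5% in these data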;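 note: cells exposed to compounds for one day before reading; 0% = median of all test compound wells on the plate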
An asterisk follows results filed as active. This is a subset. The share of hits here may be higher or lower than overall.

smiles,TTR transcr act
Nc1cccc2[nH]c(=O)c3ccccc3c12,0.8
COc1cc(NC(=O)CSc2nc3c(C)ccc(C)c3cc2C)c(C(=O)O)cc1OC,-0.1
CCN(CC)CCNCc1ccc(-c2ccc(Cl)cc2)o1,3.1
CCCN=C1CC(C)(C)CC(=O)/C1=C(/O)CCC,-1.7
COc1ccc(OC)c(/C=N/NC(=O)c2ccc(N(C)S(=O)(=O)c3ccccc3)cc2)c1,-0.3
CCc1ccc(NC(=O)C(=S)NC2CCCCC2)cc1,-2.4
CN(C)c1oc(-c2ccccc2)nc1C#N,0.4
Cc1cc(C(=O)CSc2nc(N)cc(N)n2)c(C)n1C1CC1,-0.9
Cc1ccc(C(=O)NC2CC(C)(C)NC(C)(C)C2)cc1,2.4
CCN(CC)Cc1c(C(=O)OC)nnn1-c1nonc1N,0.3
CCC(c1nnnn1C(C)(C)CC)N(CCCO)Cc1cc2cc(C)cc(C)c2[nH]c1=O (stereo not drawn),1.1
O=C(COC(=O)C1CC1)Nc1c(Cl)cccc1C(F)(F)F,-0.5
O=C(NCc1ccccc1)c1cccc(S(=O)(=O)N2CCOCC2)c1,-2.1
Cc1cc(C)n2cc(CSc3nnc(-c4ccccc4)o3)nc2n1,0.7
CN(C)c1ccc(/C=C/c2cccc[n+]2[O-])cc1,-1.8
Cc1ccc(S(=O)(=O)N2CCOCC2)cc1NC(=O)COC(=O)c1ccc(Br)o1,2.1

Ordered by length of the SMILES (smallest number first): part of the list above.
smiles,TTR transcr act
CCN(CC)Cc1c(C(=O)OC)nnn1-c1nonc1N,0.3
O=C(COC(=O)C1CC1)Nc1c(Cl)cccc1C(F)(F)F,-0.5
Cc1cc(C)n2cc(CSc3nnc(-c4ccccc4)o3)nc2n1,0.7

Next records follow.
smiles,TTR transcr act
CCCn1nnnc1NCc1c(F)cccc1Cl,1.1
CCc1nc2c(OCCOc3ccc(F)cc3)cccn2c1N(C=O)Cc1ccccc1,1.7
O=C(COC(=O)c1ccc2ccccc2n1)NCc1ccccc1,-0.2
O=C(CCc1ccc(O)cc1)NN=Cc1ccc2c(c1)OCO2,1.5
O=C(COc1cccnc1[N+](=O)[O-])Nc1ccc(Cl)cc1F,0.7
O=C(Nc1ccccc1Cl)Oc1ccc(Cl)cc1Cl,-0.4
COc1ccc(N(CC(=O)NCc2ccco2)C(=O)CCC(=O)Nc2nccs2)cc1,0.1
CCCCc1n[nH]c2c1/C(=N/O)CC(C)(C)C2,-1.8
COCCNc1nc(NCCN2CCNC2=O)c2sccc2n1,-0.6
COc1cc2c(cc1OC)C(c1ccc(Cl)cc1)CC(=O)N2 (stereo not drawn),-1.1
Cc1nc(-c2ccc(Cl)cc2)sc1C(=O)NN,35*
COc1cc(NC(C)=O)ccc1NC(=O)c1cc2ccccc2o1,1.0
O=C(CSc1ncn[nH]1)Nc1ccc(S(=O)(=O)N2CCCC2)cc1,-1.9
CC(C(=O)Nc1ccc2c(c1)OCCO2)c1ccc([N+](=O)[O-])cc1 (stereo not drawn),-1.5
CN1C(=O)c2ccc(NC(=O)C3CCCCC3)cc2C1=O,0.2
Cc1cccc2sc(N(CCCN(C)C)C(=O)c3sc4ccccc4c3Cl)nc12,-1.7
COc1ccc(CN2CCC(c3nc4ccc(Cl)cc4[nH]3)CC2)cc1,0.4
CCN1CCN(CC(=O)Nc2cc(S(=O)(=O)N3CCCCC3)ccc2Cl)CC1,-0.2
CCOc1cc(C2NC(=O)c3ccccc3O2)ccc1OC(C)C (stereo not drawn),-1.3
COc1cc(Cl)c(CN2CCCC(CO)(Cc3cccc(Cl)c3)C2)cc1OC (stereo not drawn),-1.4
CN(CC(=O)NC1CCCCC1)S(=O)(=O)c1cccc2nsnc12,2.0
CC(C)(C)c1ccc(/C=C2\Oc3c(ccc(O)c3CN3CCN(CCO)CC3)C2=O)cc1,-1.3
CCN(CC)S(=O)(=O)c1cccc(C(=O)N/N=C2\CC(=O)CC(C)(C)C2)c1,-0.8
COc1ccc(/C=N/NC(=O)CSc2ccccn2)cc1OC,0.1
CCOC(=O)c1cnc2c(ccc3ccccc32)c1NCCN(C)C,4.8
N#Cc1ccc(Nc2ccccc2)c(N)c1,2.7
Cc1ccc2nc(Cl)cc(=O)n2c1,1.3
O=C(COC(=O)c1ccccc1OCC(=O)Nc1ccc(Br)cc1)Nc1ccccc1,-0.1
O=C1c2ccccc2S(=O)(=O)c2cc(N3CCOCC3)ccc21,-0.1
Cc1cc(C)nc(NC(=O)c2cccc([N+](=O)[O-])c2)c1,4.2
COc1cccc(OC)c1Nc1nc(C)nc2c1nnn2Cc1ccccc1Cl,-0.6
O=C(c1ccco1)N1CCN(C(=O)c2ccccc2OCc2ccccc2)CC1,2.8
Cc1ccc(S(=O)(=O)CCC(=O)OC(C)C(=O)Nc2ccc(N3CCOCC3)cc2)cc1 (stereo not drawn),2.3
Cc1ccc(S(=O)(=O)N2CCN(C(=O)c3c(-c4ccccc4)noc3C)CC2)cc1C,0.4
COc1c2ccoc2c(OCC=C(C)C)c2oc(=O)ccc12,0.8
NNC(=S)Nc1c(F)cc(F)cc1Br,-2.6
O=C(Nc1ccc(C(F)(F)F)cc1)C1CC(=O)N(c2ccc3c(c2)OCCO3)C1 (stereo not drawn),-0.2
COCCNC(=O)C(=O)Nc1cc2c3c(c1)CC(=O)N3CCC2,-0.3
CCCN(CCC)c1ccc(CC(=O)NC(C)Cc2ccccc2)cc1 (stereo not drawn),1.3
CCOc1ccc(C(=O)Nc2ncn[nH]2)cc1,-0.7
CCCCOC(=O)c1ccc(NC(=O)c2c(OC)cccc2OC)cc1,1.9
NS(=O)(=O)c1ccc(CCNC(=O)c2ccccc2OCc2ccc(F)cc2)cc1,-1.9
C=CCOc1nc2c(c(=O)n(C)c(=O)n2C)n1Cc1ccccc1Cl,-4.1
NC(=O)c1ccc(NC(=O)COC(=O)/C=C/c2cn(-c3ccccc3)nc2-c2cccnc2)cc1,-1.3
CCN1CCN(C(=O)Nc2ccc(Cc3ccc(NC(=O)N4CCN(CC)CC4)cc3)cc2)CC1,0.5
COC(=O)Cc1csc(Nc2ccccc2)n1,-1.4
Cc1ccc(CC(=O)N2CCN(c3ccc([N+](=O)[O-])cc3)CC2)cc1,-0.8
CCC(C)NCCCCOc1cc(C)cc(C(C)C)c1 (stereo not drawn),-2.0

Rewritten as labelled records: part of the list above
> C=CCOc1nc2c(c(=O)n(C)c(=O)n2C)n1Cc1ccccc1Cl
  TTR transcr act = -4.1

> NC(=O)c1ccc(NC(=O)COC(=O)/C=C/c2cn(-c3ccccc3)nc2-c2cccnc2)cc1
  TTR transcr act = -1.3

> CCN1CCN(C(=O)Nc2ccc(Cc3ccc(NC(=O)N4CCN(CC)CC4)cc3)cc2)CC1
  TTR transcr act = 0.5

> COC(=O)Cc1csc(Nc2ccccc2)n1
  TTR transcr act = -1.4

New compounds follow
smiles,TTR transcr act
COc1ccccc1NS(=O)(=O)c1ccc(C)c(C(=O)Nc2cc(C)on2)c1,0.1
COc1ccc(N(CCC#N)S(=O)(=O)c2ccc(Cl)cc2)cc1,2.5
COc1ccc(C2=NOC(C(=O)NC(C)C)C2)cc1 (stereo not drawn),-1.1
CCN(C(=O)c1cc2ccccc2oc1=O)c1cccc(C)c1,-1.8
O=C(COc1cccnc1[N+](=O)[O-])N1CCN(C(=O)c2ccco2)CC1,-2.0
Cc1cc(C)nc(SCc2ccc(C(=O)NN=C3C4CC5CC(C4)CC3C5)cc2)n1,0.5
CCSc1nnc(CNc2ccc(C)cc2)n1C,-2.4
CC(NC(=O)COC(=O)c1ccc2c(c1)OCO2)c1ccccc1 (stereo not drawn),6.0
CCN1CCN(C(=O)C2CCN(C(=O)Nc3ccccc3)CC2)CC1,0.4
CCCc1nc2cc(Cl)c([N+](=O)[O-])cc2o1,0.9
C/C=C/C(=O)OCC(=O)Nc1ccc(OC)c(Cl)c1,12*
CCOc1ccccc1NC(=O)CCS(=O)(=O)c1ccc(OC)cc1,2.6
Cc1cc(C=O)c(C)n1-c1ccc(N2CCOCC2)cc1,1.4
O=C(OCC#CCSc1nc2ccccc2o1)c1cc2ccccc2o1,0.7
CC(=O)NC(NC(C)=O)c1cccc(OCc2ccccc2)c1,0.5
COc1ccccc1CNC1CCC12CCC(c1ccccc1)CC2 (stereo not drawn),0.3
O=c1cc(SCc2ccc(Cl)cc2Cl)nc[nH]1,-0.4
COCCCNC(=O)c1ccc(Cn2c(=O)c3ccccc3n(CC(=O)NCc3ccco3)c2=O)cc1,1.4
CC(C)Cc1nc2ccccc2[nH]1,0.0
COc1ccccc1NNC(=O)c1cccnc1Oc1ccccc1,-0.8
Clc1cccc(CNC2CCC23CCCCC3)c1 (stereo not drawn),0.6
CC(CCCCCCCCC(=O)O)N(CCO)C(=O)OC(C)(C)C (stereo not drawn),10*
Oc1ccc(Cl)cc1Nc1nc(NCC2CCCO2)c2ccccc2n1 (stereo not drawn),-4.0
O=C(CCNC(=O)Cn1cnc2ccccc2c1=O)NCCC1=CCCCC1,-0.6
Cc1ccccc1-n1cc(-c2ccc(Br)cc2)nc1SCC(N)=O,-2.7
O=C(Nc1ccc(Cl)cc1)N1CCC(c2nc(-c3ccccc3Cl)no2)CC1,-3.8
COc1cccc(C(C)NC(=O)Nc2cc(Cl)ccc2OC)c1 (stereo not drawn),2.8
Cc1ccc2nc(C)cc(NCCO)c2c1,1.8
CN1CCN(c2ccc(-c3ccnn3C(=O)Nc3ccccc3)cc2)CC1,-2.2
Cc1ccc(S(=O)(=O)C/N=C(/NC(=S)N(c2ccccc2)c2ccccc2)c2ccccc2)cc1,0.1
CC(=O)OC1(C(C)=O)CCC2C3CC(Cl)C4=CC(=O)CCC4(C)C3CCC21C (stereo not drawn),-2.9
COc1cc(OC)cc(/C(N)=N/O)c1,0.3
CCS(=O)(=O)N1Cc2ccccc2CC1C(=O)Nc1ncc(C)s1 (stereo not drawn),1.8
O=S(=O)(Nc1nc2ccccc2nc1Cl)c1ccc(Cl)cc1,0.0
N#CCc1c[nH]c2ccc([N+](=O)[O-])cc12,1.9
Cc1nc2c(C)cccn2c1/C(O)=C1\C(=O)C(=O)N(CCN(C)C)C1c1ccccc1 (stereo not drawn),-2.7
O=C(NC1CCCCC1)C(c1ccco1)N(C(=O)C(F)(F)F)C1CC1 (stereo not drawn),0.4
CCOc1cc(N2CCOCC2)c(OCC)cc1NC(=O)COC(=O)c1ccc(Cl)nc1,-1.4
CC(=O)Nc1ccccc1OCC(=O)NC(C)c1ccccc1 (stereo not drawn),-0.1
CCOC(=O)C(C#N)=C1CCN(Cc2ccccc2)CC1,2.7
O=C(c1ccc(NC2=NC3CS(=O)(=O)CC3S2)cc1)N1CCc2ccccc2C1 (stereo not drawn),0.1
CN(C)c1ccc(Nc2nc(N)c([N+](=O)[O-])c(N3CCOCC3)n2)cc1,-3.8
Cc1csc(NC(=O)CCc2c(C)nc3cc(-c4ccc(Cl)cc4)nn3c2C)n1,0.9
Cc1cn([C@H]2C[C@H](O)[C@@H](CCC(=O)NCc3ccco3)O2)c(=O)[nH]c1=O,-0.3
O=C(NCCN1CCOCC1)c1ccc(=O)oc1,-0.1
CC(=O)Nc1ccc(S(=O)(=O)N(C)CC(=O)N/N=C/c2ccc(C(=O)O)cc2)cc1,0.7
Cc1cc(Br)ccc1NC(=O)CN(C)C(=O)c1ccc2ccccc2n1,-0.6
S=C(Nc1ccccc1)Nc1ccccc1-n1cccc1,0.5
O=C(CNC(c1ccccc1)c1ccccc1)Nc1ccc(F)cc1,-1.9
Cc1cccc(NC(=O)c2ccc(N3CCCCC3)c([N+](=O)[O-])c2)n1,-1.4
CSc1cccc(NC(=O)/C=C/c2ccco2)c1,0.5
Cc1ccc(S(=O)(=O)NCc2ccccc2)cc1C(=O)N1CCN(S(=O)(=O)c2ccccc2F)CC1,-0.6
Cc1cccc(CCN2CCN=C2Nc2ccccc2)c1,0.5
COc1ccc(/C=N/NC(=O)c2ccc(=O)n(C)c2)cc1OC,0.5
COc1cccc(/C=C/C(=O)c2cccc([N+](=O)[O-])c2)c1OC,-3.2
CC1(C)CC(=O)/C(=C(\O)Cc2ccccc2)C(=NCCCCCC(=O)O)C1,1.4

(further entries)
smiles,TTR transcr act
CC(=O)Nc1sc(-c2ccccc2)nc1-c1ccccc1,-0.8
Cc1ccc(S(=O)(=O)CC2CSc3nc4ccccc4n32)cc1 (stereo not drawn),-4.2
CCCc1cc(NC(=O)COC(=O)c2nccnc2N)n(-c2ccccc2)n1,-1.7
CC1(C)COC(c2cc([N+](=O)[O-])ccc2Cl)=N1,7.5
COc1ccc(S(=O)(=O)N(C)C[C@H]2Oc3ccc(NC(=O)Nc4ccc5c(c4)OCO5)cc3C(=O)N([C@H](C)CO)C[C@@H]2C)cc1,5.5
C[C@H]1CN([C@@H](C)CO)S(=O)(=O)c2ccc(Br)cc2O[C@@H]1CN(C)C(=O)Nc1ccc2c(c1)OCO2,0.7
COc1ccc(-c2cc(O)cc(O)c2)cc1,-2.4
O=C(NNC(=S)NC1CC2CCC1C2)c1ccc(Cl)cc1 (stereo not drawn),-1.6
O=S1(=O)[C@H]2C[C@@H]3C=C[C@@]2(CN1Cc1cccc(C(F)(F)F)c1)O3,-1.9
COc1ccccc1OCC(=O)Nc1cccc(C(=O)N2CCOCC2)c1,-1.8
